High-throughput results from PubChem BioAssay.
PABP1 MLLE inh: inhibitors of PABP1 MLLE–PAM2 peptide binding, primary screen, biochemical, fluorescence polarization, FITC-PAM2, GST-MLLE; Polyadenylate-binding protein 1 (Homo sapiens), P11940; inhibition, % at 20 µM; 360,000 compounds, 0.36% hits; in the data active = inhibition above about 35%, passing the limit was not always enough;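 note: plate controls were DMSO wells with GST-MLLE for no effect and wells lacking GST-MLLE protein for full effect; some results filed as inactive read as strong as hits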
DNMT1 inh: human DNMT1 methyltransferase inhibitors, primary screen, biochemical, molecular beacon, fluorescence, HinP1I cleavage, uHTS | DNA (cytosine-5)-methyltransferase 1 (Homo sapiens), P26358 | inhibition (reported as % activation of signal), % at 10 µM | 360,000 compounds, 0.83% hits | AID 588458, 2011; in the data active = inhibition above about 50%
Scp1 inh: Scp-1 phosphatase inhibitors, primary screen, biochemical, colorimetric, uHTS; Recombinant Scp1, phosphopeptide, malachite green phosphate absorbance; 340,000 compounds, 0.88% hits; inhibition, % at 20 µM;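 active = inhibition above about 50% at 20 µM, limit read from the data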;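 note: plate controls were DMSO wells with enzyme for no effect and wells lacking enzyme for full effect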
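System: SCP-1 catalytic domain; Reagent: Phospho 17-mer peptide substrate; Doses: one concentration, 20 µM, with 1.0% DMSO; Incubation: 45 min room-temperature reaction, 5 min colour, 30 min stabiliser; Signal: Phosphate-binding colour reagent, absorbance read at 630 nm.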
STEP block: STEP phosphatase inhibitors, primary screen, biochemical, fluorescence intensity, uHTS; AID 588621, 2011; recombinant STEP, OMFP fluorogenic substrate; 360,000 compounds, 0.25% hits; inhibition, % at 20 µM; Tyrosine-protein phosphatase non-receptor type 5 (Homo sapiens), P54829;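 active = inhibition at 20 µM, scaled per plate between control wells, above about 37%, limit read from the data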;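 note: 0% = DMSO with enzyme and substrate and 100% = substrate only without enzyme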
Target sequence (P54829 whole entry, looked up): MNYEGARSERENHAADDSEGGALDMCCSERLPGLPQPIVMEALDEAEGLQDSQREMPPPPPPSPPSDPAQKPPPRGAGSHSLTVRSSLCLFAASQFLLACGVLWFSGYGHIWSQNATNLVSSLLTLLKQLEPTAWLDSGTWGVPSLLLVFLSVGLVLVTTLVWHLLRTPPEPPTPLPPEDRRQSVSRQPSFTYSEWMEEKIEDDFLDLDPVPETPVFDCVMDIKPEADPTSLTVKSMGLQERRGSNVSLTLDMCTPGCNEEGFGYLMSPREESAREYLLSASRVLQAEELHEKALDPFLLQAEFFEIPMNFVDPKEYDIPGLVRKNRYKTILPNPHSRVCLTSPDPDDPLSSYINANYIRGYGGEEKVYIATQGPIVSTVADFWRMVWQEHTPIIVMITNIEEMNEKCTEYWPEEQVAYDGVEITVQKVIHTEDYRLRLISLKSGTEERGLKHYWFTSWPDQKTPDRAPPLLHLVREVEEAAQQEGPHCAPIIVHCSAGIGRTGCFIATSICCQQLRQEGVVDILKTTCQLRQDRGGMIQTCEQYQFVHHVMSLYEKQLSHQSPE
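Assay system: isolated STEP enzyme / Timing: 20 min at room temperature, dark / Doses: 20 µM, 1% DMSO / Technique: fluorescence intensity, excitation 480 nm, emission 540 nm / Reagent: fluorogenic phosphatase substrate OMFP at 25 µM final / Measure: percent inhibition scaled to no-enzyme and uninhibited-enzyme controls, plate-pattern corrected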
Tb MetRS inh: T. brucei MetRS inhibitors, primary screen, biochemical, luminescence; AID 624268, 2012; methionyl-tRNA synthetase (Trypanosoma brucei brucei); 360,000 compounds, 0.4% hits; inhibition, % at 11.9 µM; purified T. brucei MetRS, ATP depletion, Kinase-Glo luminescence;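 active = inhibition above a per-plate cutoff of the control wells' mean inhibition plus 3 SD, cut at about 5.5% in these data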;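 note: 0% = DMSO wells median and 100% = median of wells with control inhibitor compound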
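Material: parasite MetRS enzyme / Replication: singlicate, one well per compound / Signal: luminescence of leftover ATP / Schedule: 2 h aminoacylation at 25 °C after 15 min preincubation / Medium: HEPES-MgCl2-KCl buffer plus DTT, spermine, BSA, pyrophosphatase / Doses: 11.9 µM single point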
CSN inh: inhibitors of CSN-mediated cullin deneddylation, primary screen, biochemical, fluorescence polarization, uHTS. COP9 signalosome complex subunit 5 (Homo sapiens), Q92905. Purified CSN, SCF-Nedd8-OG deneddylation. inhibition, % at 12.5 µM. 360,000 compounds, 0.38% hits. AID 651999, 2013;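 active = pattern-corrected inhibition above about 35%, with an unprinted fluorescence ratio check between 0.5 and 1.5, limit read from the data, passing the limit was not always enough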;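 note: 0% = enzyme with substrate and 100% = substrate without enzyme; some results filed as inactive read as strong as hits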
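Test system: purified human Csn5 enzyme expressed in HEK293T cells. Amount: 0.24 nM enzyme. Reagent: SCFSkp2-Nedd8OG substrate at 10 nM final. Schedule: 90 min incubation of compound, enzyme and substrate at room temperature. Detection: fluorescence polarization. Read-out: % inhibition of substrate cleavage by Csn5.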
NadD inh: inhibitors of S. aureus NadD, primary screen, biochemical, colorimetric, uHTS | 360,000 compounds, 0.78% hits | purified NadD enzyme, colorimetric absorbance read-out | AID 602399, 2012 | inhibition, % at 20 µM | Nicotinate-nucleotide adenylyltransferase NadD (Staphylococcus aureus N315); in the data active = inhibition above about 26%; note: some compounds past the cut are filed as inactive
Rpn11 block: Rpn11 (PSMD14) deubiquitinase inhibitors, primary screen, biochemical, fluorescence polarization, uHTS; 360,000 compounds, 0.59% hits; AID 588493, 2011; human 26S proteasome, Ub4-pepOG fluorescence polarization; 20S core pre-blocked with epoxomicin; 26S proteasome non-ATPase regulatory subunit 14 (Homo sapiens), O00487; calls only at 20 µM;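 active = inhibition at 20 µM, scaled to each plate's controls, above about 33%, limit read from the data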
Target sequence (O00487 whole entry, looked up): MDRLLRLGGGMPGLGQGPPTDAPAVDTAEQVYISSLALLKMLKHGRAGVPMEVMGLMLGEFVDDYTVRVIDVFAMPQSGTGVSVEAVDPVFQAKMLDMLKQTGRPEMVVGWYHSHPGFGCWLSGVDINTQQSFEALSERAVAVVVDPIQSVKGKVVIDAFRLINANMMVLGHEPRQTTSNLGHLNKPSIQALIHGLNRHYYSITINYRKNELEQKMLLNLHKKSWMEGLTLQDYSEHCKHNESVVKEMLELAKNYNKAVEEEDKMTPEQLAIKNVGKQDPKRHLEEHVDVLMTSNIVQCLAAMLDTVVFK
SUMO1 PPI mod: modulators of SUMO1 protein-protein interactions, primary screen, biochemical, uHTS. Small ubiquitin-related modifier 1 (Homo sapiens), P63165. SUMO1 binding to a labelled peptide, TR-FRET, 1 h. inhibition, % at 20 µM. 360,000 compounds, 0.33% hits; in the data active = inhibition above about 37%
LMPTP inh: LMPTP phosphatase inhibitors, primary screen, biochemical, fluorescence intensity, uHTS. recombinant LMPTP-A, OMFP fluorogenic substrate. inhibition, % at 20 µM. Low molecular weight phosphotyrosine protein phosphatase (Homo sapiens), P24666. AID 651560, 2012. 360,000 compounds, 0.22% hits;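 active = compounds that cut the enzyme signal by at least half of the control window in the single-dose screen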;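 note: plate controls were DMSO wells with enzyme plus substrate for no effect and substrate without enzyme for full effect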
Target sequence (P24666 whole entry, looked up): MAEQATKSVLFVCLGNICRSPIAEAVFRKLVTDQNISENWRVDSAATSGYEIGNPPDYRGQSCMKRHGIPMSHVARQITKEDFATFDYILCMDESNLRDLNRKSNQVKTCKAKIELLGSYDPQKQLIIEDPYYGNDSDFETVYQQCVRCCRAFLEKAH
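Assay system: LMPTP-A enzyme. Input: 0.625 nM LMPTP-A final. Probe or stimulus: 400 µM OMFP. Compound dosing: single 20 µM dose. Schedule: 50 min dark incubation at room temperature. Detection: fluorescence intensity of OMFP turnover product. Read-out: percent inhibition versus substrate-only and uninhibited controls. Benchmarks: no-enzyme low control, uninhibited high control.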
* marks the source's active call; other numbers are inactive results; i = inactive; . = not tested or not shown.

SMILES	PABP1 MLLE inh	DNMT1 inh	Scp1 inh	STEP block	Tb MetRS inh	CSN inh	NadD inh	Rpn11 block	SUMO1 PPI mod	LMPTP inh
COc1ccc2nc3ccccc3nc2c1NC(=O)c1ccccc1Cl	-8	4	-1	-3	-0.6	-55	-2	i	-21	0.6
Cc1cc(C(=O)COC(=O)c2ccncc2)c(C)n1Cc1ccco1	-29	12	11	-2	-0.1	-5	10	i	4	4.1
CCC1(C)N([O-])C(C)=C(c2ccccc2)[N+]1=O (stereo not drawn)	-26	4	-2	-2	-1.5	-2	-1	i	-2	-4.8
CC1CN(C(=S)Nc2ccc(S(N)(=O)=O)cc2)CC(C)O1 (stereo not drawn)	-13	3	-6	5	-0.6	1	-8	i	12	1.4
COc1ccc([C@H]2CN(c3ccccc3)C(=O)[C@@H]2CC(=O)Nc2ccccc2)cc1	2	-4	.	-1	-0.2	0	3	i	6	0.2
CCN(CC)CCn1c(SCC(=O)NCCC2=CCCCC2)nc2c(sc3ccccc32)c1=O	9	9	7	3	-0.9	-1	-12	i	5	1.0
Cc1c(C)c2c(OCC(=O)O)cc3c(c2oc1=O)CCC(C)(C)O3	6	-1	-10	-2	0.0	2	6	i	-8	0.0
O=C(O)c1ccc(Nc2ncnc3scc(-c4ccccc4)c23)cc1	-2	-3	48	1	-0.9	-4	4	i	20	0.1
Cc1cc(C)cc(OCC(=O)OCC(=O)c2cc(C)n(C3CC3)c2C)c1	7	-1	-5	2	-1.1	1	-3	i	4	1.0
CCN(CC)C(=O)CSc1nc(Cc2ccccc2)nc2ccccc12	-8	-6	1	3	1.4	2	8	i	0	0.8
Cc1ccc(-n2cc(S(=O)(=O)c3ccc(C)cc3)[nH]c2=O)cc1	-12	-1	-1	-2	1.5	1	-7	i	0	0.3
COc1cc(-c2cc(NC(C)=O)c3ncc(-c4cc(OC)c(OC)c(OC)c4)n3c2)cc(OC)c1OC	9	-19	.	1	-0.2	12	-12	i	8	1.1
CCOc1ccccc1NC(=O)Cn1nc(-c2ccco2)ccc1=O	15	1	2	3	-0.2	5	15	i	-2	0.8
O=C(CN1C(=O)c2cccnc2Oc2ccc(Cl)cc21)Nc1ccc(F)cc1	-4	-7	-13	-3	0.3	1	5	i	5	2.2
Oc1ccccc1OCCOc1ccccc1OCCOc1ccccc1O	10	-6	-17	0	-0.4	-3	-16	i	0	1.6
Cc1cc(/C=C(\C#N)C(=O)Nc2ccc(Cl)cc2)c(C)n1-c1ccc(N2CCOCC2)c([N+](=O)[O-])c1	11	-2	-6	1	-0.5	3	20	i	-4	0.3
CCOCCCNC(=O)CCS(=O)(=O)Cc1ccc(C)cc1	0	5	-4	6	0.0	1	-4	i	1	-1.3
COc1ccc2nc3oc(C(=O)NC4CCN(Cc5ccccc5)CC4)cc3cc2c1	-18	-4	-2	2	-0.6	4	-3	i	-30	2.2
CCOC(=O)CN(C(=O)COc1nc(-c2ccccc2)cc(C)c1C#N)c1cccc(OC)c1	2	-5	-19	3	-0.9	5	-9	i	2	5.8
Cc1ccccc1CN1C[C@@H]2C[C@@H](c3cnc(N4CCOCC4)s3)N3CCC[C@@]23C1=O	20	-10	-2	-4	0.0	1	1	i	-5	0.5
CCCC(=O)c1ccc(N2CCN(S(=O)(=O)c3ccc(C)cc3)CC2)c(F)c1	-8	8	-2	-4	-1.4	-4	0	i	3	1.6
COc1ccc(N(C(=O)Cn2nnc3ccccc32)C(C(=O)NC(C)(C)C)c2ccc(OC)c(O)c2)cc1 (stereo not drawn)	8	1	-1	-1	-1.4	0	0	i	18	-0.2
O=C(c1ccccc1F)N1CCN(c2ccc([N+](=O)[O-])c(N3CCOCC3)c2)CC1	-4	2	2	-1	-0.2	9	9	i	-29	1.0
CC(=O)c1cccc(NC(=O)COC(=O)CC2CC3CCC2C3)c1 (stereo not drawn)	4	-1	-15	0	-0.3	-3	-2	i	-4	1.2
CCOC(=O)CC(=O)NC(CC(=O)OC)c1ccc(Br)cc1 (stereo not drawn)	-11	1	-3	-6	-0.5	-1	-1	i	0	-0.5
Cc1cc(C)nc(-n2nc(C)cc2NC(=O)CNCc2ccccc2)n1	-11	1	0	0	-0.8	0	-1	i	2	-1.9
Cn1c(NCCc2ccncc2)nc2cc(-c3cccc(C(F)(F)F)c3)sc2c1=O	-5	-1	.	-3	-0.1	-3	-8	i	-14	1.3
OCc1nc2ccccc2n1Cc1c(F)cccc1Cl	-16	-1	-4	4	0.1	-6	-2	i	-1	0.0
CCOc1ccc(NC(=O)c2cccc(NC3=NC4CS(=O)(=O)CC4S3)c2)cc1 (stereo not drawn)	-115	2	7	-1	-0.5	0	4	i	-2	-2.0
CCOc1ccc(CCNC(=O)COC(=O)Cc2ccc(F)cc2)cc1OCC	-6	4	-5	2	-0.5	3	-10	i	-2	0.0
COc1ccc(/C=C2\N=C(C)N(c3ccc4ccccc4c3)C2=O)cc1OC	-14	-2	0	-2	0.2	0	-3	i	-9	-0.4
Cc1cc(OCCCCN2C(=O)NC(C)(C)C2=O)ccc1[N+](=O)[O-]	-3	1	-4	0	0.0	3	4	i	-5	1.4
Cc1csc(=O)n1CC(=O)OCC(=O)N(CC(C)C)c1c(N)n(Cc2ccccc2)c(=O)[nH]c1=O	-7	-2	-3	1	0.4	-2	-1	i	1	0.0
CCc1ccc(NC(=O)CC2C(=O)N(c3ccc(OC)cc3)C(=O)N2CCOC)cc1 (stereo not drawn)	13	-1	-5	-3	0.1	-1	0	i	4	-0.6
COc1cccc(N(CC(=O)NC2CCCC2)C(=O)Cn2nnc(-c3ccc(C)o3)n2)c1	0	9	-1	-1	-0.8	-1	-4	i	-1	0.0
COc1ccc(OCCCN2CCCC(C)C2)cc1 (stereo not drawn)	11	1	-9	-3	0.0	1	-6	i	-6	-2.6
COc1cc(CN2CCN(c3cccc(C)c3C)CC2)cc(OC)c1O	-1	0	7	0	0.4	3	4	i	0	0.0
COc1ccc(C2=CC3=C(Br)C(=O)C(C)(OC(=O)c4ccco4)C(=O)C3=CO2)cc1 (stereo not drawn)	-50	33	21	0	-0.2	16	9	i	32	2.2
CCN1CCN(CCNC(=O)c2ccc3c(c2)NC(=O)/C(=C\c2ccc(OC)c(OC)c2)S3)CC1	-2	-4	-13	1	0.0	6	-10	i	-10	-7.0
O=c1c2ccccc2oc2ccc(Oc3ccccc3)cc12	10	9	-11	-1	-0.4	-4	0	i	-3	2.6

Shown as a markdown table: part of the list above.
| SMILES | PABP1 MLLE inh | DNMT1 inh | Scp1 inh | STEP block | Tb MetRS inh | CSN inh | NadD inh | Rpn11 block | SUMO1 PPI mod | LMPTP inh |
| --- | --- | --- | --- | --- | --- | --- | --- | --- | --- | --- |
| O=C(c1ccccc1F)N1CCN(c2ccc([N+](=O)[O-])c(N3CCOCC3)c2)CC1 | -4 | 2 | 2 | -1 | -0.2 | 9 | 9 | i | -29 | 1.0 |
| CC(=O)c1cccc(NC(=O)COC(=O)CC2CC3CCC2C3)c1 (stereo not drawn) | 4 | -1 | -15 | 0 | -0.3 | -3 | -2 | i | -4 | 1.2 |
| CCOC(=O)CC(=O)NC(CC(=O)OC)c1ccc(Br)cc1 (stereo not drawn) | -11 | 1 | -3 | -6 | -0.5 | -1 | -1 | i | 0 | -0.5 |
| Cc1cc(C)nc(-n2nc(C)cc2NC(=O)CNCc2ccccc2)n1 | -11 | 1 | 0 | 0 | -0.8 | 0 | -1 | i | 2 | -1.9 |
| Cn1c(NCCc2ccncc2)nc2cc(-c3cccc(C(F)(F)F)c3)sc2c1=O | -5 | -1 | . | -3 | -0.1 | -3 | -8 | i | -14 | 1.3 |

Further structures.
SMILES	PABP1 MLLE inh	DNMT1 inh	Scp1 inh	STEP block	Tb MetRS inh	CSN inh	NadD inh	Rpn11 block	SUMO1 PPI mod	LMPTP inh
COc1cccc(CN2CCN(C(=O)CC(C)C)CC2)c1	-11	3	-2	2	-0.5	-2	5	i	0	-1.4
Cc1ccc(S(=O)(=O)N2CCCC2CNC(=O)c2ccccc2)cc1 (stereo not drawn)	10	2	-4	0	-0.3	3	-3	i	-1	-0.4
CN(C1(C)CCS(=O)(=O)C1)S(=O)(=O)c1ccc(F)cc1 (stereo not drawn)	-2	4	4	0	-0.5	8	-11	i	-3	-0.9
O=C(O)c1ccc(Br)c(S(=O)(=O)N2CCCC2)c1	4	0	1	-3	-1.4	0	-1	i	-5	1.7

Quoted at random: 3 records from the list.
SMILES	PABP1 MLLE inh	DNMT1 inh	Scp1 inh	STEP block	Tb MetRS inh	CSN inh	NadD inh	Rpn11 block	SUMO1 PPI mod	LMPTP inh
CN(C1(C)CCS(=O)(=O)C1)S(=O)(=O)c1ccc(F)cc1 (stereo not drawn)	-2	4	4	0	-0.5	8	-11	i	-3	-0.9
COc1cccc(CN2CCN(C(=O)CC(C)C)CC2)c1	-11	3	-2	2	-0.5	-2	5	i	0	-1.4
Cc1ccc(S(=O)(=O)N2CCCC2CNC(=O)c2ccccc2)cc1 (stereo not drawn)	10	2	-4	0	-0.3	3	-3	i	-1	-0.4
